USP2a inhib: blocks human ubiquitin-specific protease USP2a; O75604; USP2a enzymatic assay, qHTS inhibition; Potency, µM (series often up to 38.3 µM), inactives show at the top dose activity change, negative = inhibition, actives largely listed as inhibitors; actives 0.1% (n = 60,000); AID 927;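 note: potency is the fitted concentration of half-maximal effect; nearly all actives have a fitted effect of over 60% in size; plate controls were DMSO for no effect and NEM full inhibition control for full effect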
Target sequence (O75604 whole entry, looked up): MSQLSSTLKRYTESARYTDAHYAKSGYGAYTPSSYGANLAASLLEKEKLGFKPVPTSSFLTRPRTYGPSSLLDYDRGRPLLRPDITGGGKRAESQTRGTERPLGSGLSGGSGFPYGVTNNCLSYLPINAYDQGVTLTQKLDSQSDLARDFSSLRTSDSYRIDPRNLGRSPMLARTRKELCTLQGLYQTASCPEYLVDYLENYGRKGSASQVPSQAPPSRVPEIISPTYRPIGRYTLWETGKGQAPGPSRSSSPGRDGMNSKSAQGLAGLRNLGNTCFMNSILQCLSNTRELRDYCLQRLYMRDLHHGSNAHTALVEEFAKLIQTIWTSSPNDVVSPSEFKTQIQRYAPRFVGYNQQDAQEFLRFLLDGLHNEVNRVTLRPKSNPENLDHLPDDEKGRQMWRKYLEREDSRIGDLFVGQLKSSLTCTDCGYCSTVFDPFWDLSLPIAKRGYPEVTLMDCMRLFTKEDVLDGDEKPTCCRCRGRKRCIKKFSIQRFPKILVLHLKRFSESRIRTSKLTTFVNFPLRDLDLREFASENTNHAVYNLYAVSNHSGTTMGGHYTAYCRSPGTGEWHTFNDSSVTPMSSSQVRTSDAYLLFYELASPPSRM
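20 nM USP2 core + cpd, 30 min RT; add 20 nM Ub-PLA2/20 uM NBD C6-HPC; read Ex460/Em535 at 0 h and 2.5 h. Normalized to NEM; qHTS curve fit/classification.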
BRCT PPI red: disrupts BRCA1 BRCT binding to phosphoprotein, red fluorophore readout. P38398. BRCT-phosphopeptide binding, red fluorescence polarization. Potency, µM (series often up to 76.9 µM), for the others: at the highest dose activity change, negative = inhibition, hits mostly inhibitors. actives 0.03% (n = 75,000). AID 892; note: % is set by controls: 0 for no effect and ±100 for the full control effect
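Fluorescence polarization: 100 nM His-tagged BRCA1 BRCT with 100 nM TAMRA-labelled phospho-BACH1 decapeptide, phosphate buffer pH 7.3 with 150 mM NaCl, DTT, 0.01% Tween 20; 12 min RT. Binding inhibition seen as FP decrease.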
BRCT PPI green: blocks human BRCA1 BRCT binding to phosphopeptide, green readout | P38398 | BRCA1 BRCT-phosphopeptide binding, green fluorescence polarization | Potency, µM (highest dose often 76.9 µM), for the others: top-dose activity change, negative = inhibition, hits mostly inhibitors | actives 0.05% (n = 75,000) | AID 875;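 note: potency is the fitted concentration of half-maximal effect; plate controls were peptide without protein for full effect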
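Compounds were incubated for 12 min at room temperature with a complex of 100 nM fluorescein-tagged pBACH1 decapeptide and 250 nM His-tagged BRCT protein. Buffer was phosphate pH 7.3 with EDTA, DTT and Tween 20. Disruption of binding lowers the polarization signal.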
HBB splicing: alters splicing of the hemoglobin beta chain | HBB splicing reporter cell assay, activation; EGFP reporter with mutant IVS2-654 intron; response scale: normalised to 500 nM splice-correcting PNA | Potency, µM (highest dose often 46.1 µM), for the others: at the top dose activation, usual class: activators | actives 0.06% (n = 65,000); note: potency is the fitted concentration of half-maximal effect; 0% is about no effect
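HeLa cells stably expressing EGFP interrupted by mutant beta-globin intron 2 (IVS2-654), 500/well in 2% FCS. Treated with compound for 2 days at 37C. Splicing correction scored as total well GFP intensity (488 nm excitation, 500-520 nm emission); 500 nM antisense PNA served as control.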
Ub-GFP proteasome: inhibits proteasome, raising ubiquitin-GFP reporter fluorescence; Potency, µM (doses to about 45.9 µM), without a hit: at the top dose activation (GFP accumulation), most hits filed as activators; 67,000 tested, under 10 active; AID 526; Ubiquitin-GFP reporter cells, proteasome inhibition, GFP fluorescence; response scale: untreated = 0%, 10 µM MG-132 = 100%; active = well fitted activation curve with a large enough effect, not every such curve was filed as active; inconclusive = small, poorly fitted or top-dose-only effect, or another doubt; inactive = no such curve, though single readings can be large or run the other way; note: potency is the fitted concentration of half-maximal effect
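Proteasome blockade was scored as a rise in GFP-expressing U2OS cells carrying a ubiquitin(G76V)-GFP construct, imaged after 4 hr compound treatment at 37 °C across a 46 uM–2.9 nM series.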
15-hLO inh: blocks human 15-lipoxygenase activity. P16050. purified 15hLO-1, xylenol orange hydroperoxide absorbance. Potency, µM (titrated, usually from 57.1 µM), without a hit: at the top dose activity change, negative = inhibition, actives largely listed as inhibitors. actives 1.4% (n = 74,000). AID 887; note: potency is the fitted concentration of half-maximal effect; % is set by controls: 0 for no effect and ±100 for the full control effect; nearly all actives have a fitted effect of over 55% in size
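Inhibition is scored from a chromogenic endpoint. After 15 min enzyme-compound contact, arachidonic acid (50 uM final) reacts 6 min with 40 nM 15hLO-1 at room temperature, then Fe-XO reagent is added for 30 min and absorbance ratio recorded.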
GFP derepression: epigenetic GFP locus derepression in mouse cells; Potency, µM (highest dose often 46.1 µM), inactives show top-dose GFP derepression (activation); mouse C127i GFP locus derepression, cytometry, 30 h; actives 0.09% (n = 68,000); AID 597; note: % of control where 0% means no effect
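Derepression screen: silenced CMV-GFP reporter in murine C127i cells, 30 h compound incubation at 37 C, washed cells imaged by laser-scanning cytometer to enumerate GFP-expressing objects of 20 to 120 um.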
Pol III holo inh: inhibitors of bacterial DNA polymerase III holoenzyme. Potency, µM (titrated, usually from 57.1 µM), for the others: at the top dose activity change, negative = inhibition. actives 0.25% (n = 71,000). reconstituted DNA polymerase III holoenzyme replication, biochemical; note: potency is the fitted concentration of half-maximal effect; % is set by controls: 0 for no effect and ±100 for the full control effect
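Reconstituted *E. coli* holoenzyme (0.35 nM Pol III, 1 nM beta, 154 nM SSB, 2 nM primase) was preincubated with compound for 15 min at RT. Synthesis on 1.4 nM ssM13Gori ran 35 min, then was stopped with PicoGreen/EDTA and read as dsDNA fluorescence.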
CRE-bla Fsk: modulators of forskolin-stimulated CRE signaling in CHO cells. actives 2.5% (n = 71,000). CHO CRE-bla reporter (cAMP response element driving beta-lactamase), forskolin EC10, beta-lactamase ratio. Potency, µM (doses to about 38.2 µM), for the others: at the top dose activity change, negative = inhibition, actives largely listed as activators; active = well fitted activation curve with a large enough effect in the signal ratio, with a control signal flat, not every such curve was filed as active; inconclusive = small, poorly fitted or top-dose-only effect, or effect the other way, or a change in a side signal; the % refers to the signal ratio; note: potency is the fitted concentration of half-maximal effect; % of control where 0% means no effect
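Beta-lactamase reporter under a cAMP responsive element in CHO cells; compounds tested in titration series against EC10 NKH 477, 3 h at 37 °C. Read-out: CCF4 FRET ratio 460nm/530nm (excitation 405nm) giving %Activity, fitted to AC50.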
HADH2 inhib: blocks human hydroxyacyl-CoA dehydrogenase type II. Q99714. AID 886. Potency, µM (series often up to 57.1 µM), without a hit: at the top dose activity change, negative = inhibition, actives largely listed as inhibitors. actives 3.4% (n = 73,000). recombinant HADH2, NADH fluorescence, beta-hydroxybutyryl-CoA; note: potency is the fitted concentration of half-maximal effect; % is set by controls: 0 for no effect and ±100 for the full control effect; nearly all actives have a fitted effect of over 60% in size; many of its hits are not listed in these tables
Target sequence (Q99714 whole entry, looked up, one chain of several): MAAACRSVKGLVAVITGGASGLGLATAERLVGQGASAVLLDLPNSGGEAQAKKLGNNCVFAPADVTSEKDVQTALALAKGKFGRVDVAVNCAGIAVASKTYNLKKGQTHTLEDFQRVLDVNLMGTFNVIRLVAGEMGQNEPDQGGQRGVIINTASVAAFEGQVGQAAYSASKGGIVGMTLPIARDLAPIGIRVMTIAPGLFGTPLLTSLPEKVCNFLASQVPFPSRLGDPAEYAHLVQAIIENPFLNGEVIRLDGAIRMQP
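Buffer 100 mM Tris-HCl pH 9.0/0.01% Tween-20; HADH2 20 nM; NAD+ 1 mM; beta-hydroxybutyryl-CoA 90 uM (all final). 15 min cpd preincubation, RT.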
Hsp90 Hop PPI: changes Hsp90-Hop TPR2A binding signal, up or down | AlphaScreen TPR2A-His6 binding biotin-Hsp90 C-terminal peptide | Potency, µM (top dose mostly 57 µM), for inactives: at the top dose activity change, negative = inhibition | actives 0.44% (n = 71,000) | AID 595; active = well fitted curve in either direction with a large enough effect; inconclusive = small, poorly fitted or top-dose-only effect, or another doubt; note: potency is the fitted concentration of half-maximal effect; % is set by controls: 0 for no effect and ±100 for the full control effect; many of its hits are not listed in these tables
An asterisk follows results filed as active; [ ] = dose if it differs, or a comment. Unless noted, calls come from the whole dose curve; as a rule, active = well fitted curve in the direction sought with a large enough effect; inconclusive = small, poorly fitted or top-dose-only effect, or another doubt; inactive = no such curve, though single readings can be large; an effect the other way counts as inactive or inconclusive.

CCOC(=O)CSc1nc2c(sc(=S)n2Cc2ccco2)c(=O)n1-c1ccccc1 was read as USP2a inhib 25.9%, BRCT PPI red -1.3%, BRCT PPI green -1.6%, HBB splicing 1.1%[0.369 µM], 15-hLO inh -3.9%, GFP derepression -2.1%, Pol III holo inh 0.0%, CRE-bla Fsk inconclusive, HADH2 inhib 2.5% and Hsp90 Hop PPI -11.5%.
For CCCC(=O)Nc1ccc(NC(=O)c2ccco2)cn1 the results were USP2a inhib -9.8%, BRCT PPI red 1.5%, BRCT PPI green -0.7%, Ub-GFP proteasome -3.9%, 15-hLO inh 7.9%, GFP derepression 1.3%, Pol III holo inh -11.5%, CRE-bla Fsk 2.3%, HADH2 inhib -11.0% and Hsp90 Hop PPI -3.2%.
`CC(C)(/C=N/O)/[N+]([O-])=C/c1ccco1` gave USP2a inhib -7.7%, BRCT PPI red -0.3%, BRCT PPI green -1.6%, HBB splicing 0.7%[57.5 µM], Ub-GFP proteasome 5.1%, 15-hLO inh -12.0%, GFP derepression 3.7%, Pol III holo inh -3.9%, CRE-bla Fsk 21.3%, HADH2 inhib 5.9% and Hsp90 Hop PPI -3.1%.
Screening CC(=O)c1ccc(NC2CC(O)C(O)CO2)cc1 (configuration not stated) returned USP2a inhib -6.2%, BRCT PPI red 0.2%, BRCT PPI green 0.3%, HBB splicing 0.0%, Ub-GFP proteasome 3.0%, 15-hLO inh -2.0%, GFP derepression 1.0%, Pol III holo inh -4.2%, CRE-bla Fsk inconclusive, HADH2 inhib 2.6% and Hsp90 Hop PPI -1.1%.
For Cc1ccc(-c2noc(CSc3nnc(-c4ccccc4)n3C)n2)cc1 the results were USP2a inhib 7.9%, BRCT PPI red -0.5%, BRCT PPI green 0.6%, HBB splicing 8.9%, Ub-GFP proteasome 5.2%, 15-hLO inh -4.7%, GFP derepression -3.2%, Pol III holo inh -4.0%, CRE-bla Fsk 1.7%, HADH2 inhib 7.3% and Hsp90 Hop PPI -2.1%.
Screening COC(=O)c1sc(NC(=O)COc2ccccc2OC)nc1C returned USP2a inhib -9.5%, BRCT PPI red -0.6%, BRCT PPI green -1.2%, HBB splicing -0.2%[9.22 µM], Ub-GFP proteasome -14.1%, 15-hLO inh -8.1%, GFP derepression -2.2%, Pol III holo inh -0.4%, CRE-bla Fsk 13.9%, HADH2 inhib -7.8% and Hsp90 Hop PPI 2.6%.
For N/C(=N/O)c1nc(N2CCCC2)nc(N(c2ccccc2)c2ccccc2)n1 the results were USP2a inhib 26.4%, BRCT PPI red -1.6%, BRCT PPI green 0.5%, HBB splicing -0.9%, Ub-GFP proteasome 4.9%, 15-hLO inh inconclusive, GFP derepression 2.4%, Pol III holo inh 2.1%, CRE-bla Fsk 25.6%, HADH2 inhib 5.8% and Hsp90 Hop PPI -3.9%.
For Cc1nc(C)n(C(=O)N(c2ccccc2)c2ccccc2)n1 the results were USP2a inhib -0.3%, BRCT PPI red 2.0%, BRCT PPI green -1.6%, HBB splicing -0.9%, Ub-GFP proteasome 11.8%, 15-hLO inh 3.5%, GFP derepression 1.6%, Pol III holo inh 2.9%, CRE-bla Fsk -7.7%, HADH2 inhib -1.1% and Hsp90 Hop PPI 0.3%.
For O=C(CCc1nc2ccccc2c(=O)[nH]1)OCc1nnc(-c2ccccc2)o1 the results were USP2a inhib 12.7%, BRCT PPI red 2.1%, BRCT PPI green 2.8%, HBB splicing -0.1%[57.5 µM], Ub-GFP proteasome -5.7%, 15-hLO inh 2.6%, GFP derepression -0.9%, Pol III holo inh -7.0%, CRE-bla Fsk -9.5%, HADH2 inhib -6.8% and Hsp90 Hop PPI -0.3%.
`CCN(CC)S(=O)(=O)c1cccc(-c2nnc(SCC(=O)c3cc(C)n(C)c3C)o2)c1` gave USP2a inhib 19.2%, BRCT PPI red 0.0%, BRCT PPI green 0.6%, HBB splicing -0.3%[57.5 µM], Ub-GFP proteasome -4.0%, 15-hLO inh 5.1%, GFP derepression 5.7%, Pol III holo inh -3.2%, CRE-bla Fsk 0.3%, HADH2 inhib 0.6% and Hsp90 Hop PPI -2.4%.
`CCOc1ccc(N(CC(=O)NCc2cccc(OC)c2)S(=O)(=O)c2c(C)noc2C)cc1` gave USP2a inhib 10.9%, BRCT PPI red -2.1%, BRCT PPI green 1.2%, HBB splicing -1.3%, Ub-GFP proteasome 0.9%, 15-hLO inh 0.5%, GFP derepression 0.0%, Pol III holo inh -3.1%, CRE-bla Fsk -24.8%, HADH2 inhib -5.4% and Hsp90 Hop PPI -4.0%.
For COCCCn1c(SCc2cc(=O)[nH]c3ccccc23)nnc1-c1ccco1 the results were USP2a inhib -10.9%, BRCT PPI red 1.7%, BRCT PPI green -0.1%, HBB splicing 0.2%, Ub-GFP proteasome -1.6%, 15-hLO inh 2.8%, GFP derepression 1.4%, Pol III holo inh 3.4%, CRE-bla Fsk -8.8%, HADH2 inhib 2.1% and Hsp90 Hop PPI -2.0%.
For COC(=O)CSc1nnc(-c2ccccc2O)n1-c1ccc(C)cc1 the results were USP2a inhib 7.6%, BRCT PPI red -1.1%, BRCT PPI green 0.5%, HBB splicing -3.6%, Ub-GFP proteasome 0.8%, 15-hLO inh -24.9%, GFP derepression -2.5%, Pol III holo inh -5.2%, CRE-bla Fsk 7.0%, HADH2 inhib -2.5% and Hsp90 Hop PPI -2.0%.
For O=C(c1ccc2nc(N3CCOCC3)sc2c1)N1CCCC1 the results were BRCT PPI red -0.3%, BRCT PPI green -0.7%, HBB splicing 0.5%, Ub-GFP proteasome -2.6%, 15-hLO inh -6.0%, GFP derepression -3.4%, Pol III holo inh 1.2%, CRE-bla Fsk 11.4%, HADH2 inhib 5.5% and Hsp90 Hop PPI -0.4%.
Cc1ccnc(NS(=O)(=O)c2ccccc2)n1 was read as USP2a inhib 2.0%, BRCT PPI red -0.3%, BRCT PPI green -0.5%, HBB splicing -1.4%, Ub-GFP proteasome -3.7%, 15-hLO inh 12.1%, GFP derepression 0.0%, Pol III holo inh 0.4%, CRE-bla Fsk -11.5%, HADH2 inhib 1.7% and Hsp90 Hop PPI -1.3%.
For COC(=O)c1ccc(C(NC(=O)OCc2ccccc2)/C(I)=C/[C@@H](C)C(=O)NCc2ccc(C)o2)cc1 (some centres not stated) the results were BRCT PPI red 1.4%, BRCT PPI green 1.0%, HBB splicing -1.7%, 15-hLO inh -10.7%, Pol III holo inh -3.3%, CRE-bla Fsk inconclusive, HADH2 inhib inconclusive and Hsp90 Hop PPI -4.9%.
`COC(=O)CSc1nc2c(c(-c3ccc(C)o3)c1C#N)CCCC2` gave USP2a inhib -10.3%, BRCT PPI red -1.0%, BRCT PPI green -2.1%, HBB splicing 1.7%[0.369 µM], 15-hLO inh -20.5%, GFP derepression -4.2%, Pol III holo inh -7.6%, CRE-bla Fsk inconclusive, HADH2 inhib inconclusive and Hsp90 Hop PPI 10.8%.
Screening O=C(O)[C@@H]1CCCN1Cc1cc2ccccc2c2ccccc12 returned BRCT PPI red -0.1%[15.4 µM], BRCT PPI green 0.4%[15.4 µM], HBB splicing 1.9%[9.22 µM], Ub-GFP proteasome -2.7%[9.17 µM], 15-hLO inh 1.3%[11.4 µM], GFP derepression 5.7%[9.22 µM], Pol III holo inh -10.6%[11.4 µM], CRE-bla Fsk 7.5%[7.6 µM], HADH2 inhib 12.2%[11.4 µM] and Hsp90 Hop PPI -1.4%[11 µM].
For CNC(=O)CN(C1CCCCC1)S(=O)(=O)c1ccc(F)cc1 the results were USP2a inhib 1.8%, BRCT PPI red 0.1%, BRCT PPI green -2.7%, HBB splicing -0.5%, Ub-GFP proteasome -4.6%, 15-hLO inh 11.9%, GFP derepression 3.2%, Pol III holo inh -4.2%, CRE-bla Fsk 0.7%, HADH2 inhib 2.5% and Hsp90 Hop PPI 2.9%.
`Cc1ccccc1NS(=O)(=O)c1cc(C(=O)NCc2ccco2)ccc1C` gave USP2a inhib 8.3%, BRCT PPI red 0.3%, BRCT PPI green 0.6%, HBB splicing 0.1%, Ub-GFP proteasome 0.0%, 15-hLO inh -3.8%, GFP derepression -2.6%, Pol III holo inh -7.4%, CRE-bla Fsk inconclusive, HADH2 inhib -10.1% and Hsp90 Hop PPI -6.0%.

From PubChem BioAssay

A portion of the library, so the mix of outcomes need not match the whole.
